TDP-43 yeast inh = rescues yeast growth from TDP-43 toxicity | TDP-43 expressing yeast growth rescue, BacTiter-Glo, 24 h | Potency, µM (top dose mostly 46.1 µM), for inactives: at the top dose growth rescue (activation), actives largely listed as activators | hit rate 1.8% among 410,000; also: potency is read from the fitted curve at half-maximal effect; % of control where 0% means no effect; nearly all actives have a fitted effect of over 50% in size
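Yeast cells expressing TDP-43 under galactose induction are exposed to compounds for 24 hr at 30 deg C. BacTiter-Glo luminescence measures growth, so protective compounds score as activators.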
GLP-1R inv ag = GLP-1 receptor (human) inverse agonism; AID 624417; P43220; HEK293 GLP-1R CRE-luciferase, luminescence, 24 h; GLP-1R form is constitutively active; Potency, µM (titrated, usually from 38.3 µM), for the others: at the highest dose activity change, negative = inhibition, usual class: inhibitors; hit rate 1.6% among 410,000; also: potency is read from the fitted curve at half-maximal effect; % is scaled to controls: 0 for no effect and ±100 for the full control effect; nearly all actives have a fitted effect of over 55% in size
Target sequence (P43220 whole entry, looked up): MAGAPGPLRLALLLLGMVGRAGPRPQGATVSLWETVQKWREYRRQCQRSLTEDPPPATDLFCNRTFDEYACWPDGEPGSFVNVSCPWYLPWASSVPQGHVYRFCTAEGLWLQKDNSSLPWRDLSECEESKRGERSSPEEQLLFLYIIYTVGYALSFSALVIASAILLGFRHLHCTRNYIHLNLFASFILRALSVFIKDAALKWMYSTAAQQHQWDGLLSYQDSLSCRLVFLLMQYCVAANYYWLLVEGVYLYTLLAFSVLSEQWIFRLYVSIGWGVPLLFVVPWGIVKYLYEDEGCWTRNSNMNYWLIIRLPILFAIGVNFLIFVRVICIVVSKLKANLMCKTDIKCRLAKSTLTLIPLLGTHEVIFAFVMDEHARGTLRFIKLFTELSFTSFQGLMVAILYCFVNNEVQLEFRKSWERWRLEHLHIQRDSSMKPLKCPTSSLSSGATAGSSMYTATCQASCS
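Seeding at 200 cells/uL, 12 h culture, 24 hr compound treatment, then luciferase reagent and a luminescence read; cells are HEK293 stably expressing a constitutively active GLP-1R plus cAMP-responsive luciferase.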
Abeta yeast res = compounds reversing amyloid beta toxicity in yeast | yeast expressing A-beta42, growth rescue, OD600, 48 h; response scale: 0% DMSO, 100% iron-clioquinol control | Potency, µM (series often up to 46.1 µM), without a hit: at the highest dose growth rescue, hits mostly activators | hit rate 0.063% among 410,000; also: potency is read from the fitted curve at half-maximal effect; nearly all actives have a fitted effect of over 55% in size
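Yeast growth medium received pinned compounds, then yeast cells expressing toxic A-beta were added; plates incubated at 30 C for 48 hr. Growth read as absorbance at 600 nm, normalized to DMSO and equimolar FeCl3 plus clioquinol controls.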
Mm-Cpn inhibitor = blocks the Methanococcus maripaludis chaperonin Mm-Cpn. purified Mm-Cpn ATPase, ADP Transcreener TR-FRET. Potency, µM (highest dose often 76.9 µM), for the others: top-dose activity, negative = inhibition, most hits filed as inhibitors. hit rate 0.031% among 330,000; also: potency is read from the fitted curve at half-maximal effect; % is scaled to controls: 0 for no effect and ±100 for the full control effect; nearly all actives have a fitted effect of over 80% in size
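ATPase turnover read by TR-FRET ADP competition (Eu cryptate antibody/ADP-d2, 665/590 nm): 10uM ATP final, 25nM Mm-CPN final, 30 min 37degC after 10-min compound preincubation, pH 7.4 Tris/KCl/MgCl2/DTT buffer.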
pAkt inh = inhibitors of Akt phosphorylation; hit rate 0.32% among 360,000; activity change, % for hits at 50 µM; Neuro2A IGF-stimulated pAkt S473 HTRF, 20 min; stronger effect = lower value; AID 651550; in the data active = activity change below about -80%; inconclusive = mostly about -51% to -80%; also: % is scaled to controls: 0 for no effect and ±100 for the full control effect
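Neuro2A cells in DMEM with 0.5% FBS, overnight at 37 deg C, given compound at single 50 µM final, then IGF (6 nM final) for 20 min at 37 deg C. Lysed; phospho-Akt Ser473 by HTRF after 24 h, 665/615 ratio.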
aSyn rescue = rescues yeast growth from alpha-synuclein toxicity. Yeast expressing alpha-synuclein, growth rescue, BacTiter-Glo, 24 h. Potency, µM (doses to about 46.1 µM), inactives show at the highest dose growth rescue (activation), usual class: activators. hit rate 0.14% among 370,000; also: potency is read from the fitted curve at half-maximal effect; % of control where 0% means no effect; nearly all actives have a fitted effect of over 65% in size
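Galactose-induced alpha-syn yeast (OD600=0.02, raffinose-pregrown) + pinned cpd, 24 hr, 30 deg C; growth by BacTiter-Glo luminescence. Growth restoration scores as activation.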
PTHR1 ag = agonists of human PTHR1 parathyroid hormone receptor; Q03431; HEK293 GP2 PTHR1 cells, GloSensor cAMP luminescence, 1 h; Potency, µM (highest dose often 115 µM), inactives show at the top dose activation, usual class: activators; hit rate 0.075% among 410,000; also: potency is read from the fitted curve at half-maximal effect; nearly all actives have a fitted effect of over 55% in size; some results filed as inactive show a strong effect at the top dose; inactives centre near -15; many of its hits are not listed in these tables
Target sequence (Q03431 whole entry, looked up): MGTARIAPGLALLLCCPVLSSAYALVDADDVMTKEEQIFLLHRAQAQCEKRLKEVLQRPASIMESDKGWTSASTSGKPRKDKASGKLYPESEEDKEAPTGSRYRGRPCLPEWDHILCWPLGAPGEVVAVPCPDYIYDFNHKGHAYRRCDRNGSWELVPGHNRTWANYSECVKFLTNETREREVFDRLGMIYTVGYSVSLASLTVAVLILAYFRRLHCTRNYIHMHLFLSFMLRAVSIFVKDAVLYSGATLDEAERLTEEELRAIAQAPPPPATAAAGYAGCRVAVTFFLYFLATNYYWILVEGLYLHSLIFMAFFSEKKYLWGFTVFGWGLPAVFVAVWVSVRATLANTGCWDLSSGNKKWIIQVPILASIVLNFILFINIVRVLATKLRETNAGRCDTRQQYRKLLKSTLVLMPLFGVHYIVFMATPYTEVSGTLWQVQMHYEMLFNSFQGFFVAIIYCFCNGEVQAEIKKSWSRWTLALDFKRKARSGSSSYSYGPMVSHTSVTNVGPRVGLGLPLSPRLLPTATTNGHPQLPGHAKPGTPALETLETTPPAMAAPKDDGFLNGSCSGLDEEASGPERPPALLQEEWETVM
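HEK-293-derived GP2 cells expressing PTHR1 and a GloSensor cAMP reporter, 3,000/well, plated overnight, given luciferin plus IBMX (each 0.5 mM as added) for 1 h at 37 °C, then compound for 1 h at 37 °C. Luminescence was read after 15 min at room temperature.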
GLP1R cytotox = cytotoxicity in counter-screen for GLP-1R inverse agonists. HEK293 cAMP-luciferase reporter cells, luminescence, 24 h. Potency, µM (doses to about 38.3 µM), without a hit: top-dose activity change, negative = inhibition, hits mostly inhibitors. hit rate 0.13% among 410,000;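 also: loss of luciferase light is scored as toxicity; potency is read from the fitted curve at half-maximal effect; % is scaled to controls: 0 for no effect and ±100 for the full control effect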
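Quantitative HTS format, 1536 wells, 200 cells/uL seeded. Compounds: 23 nL, 24 h, 37 °C. Detection: luciferase reagent, luminescence at 12 min RT; decreased signal taken as cytotoxic.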
FUS yeast rescue = FUS proteinopathy suppression in yeast | S. cerevisiae FUS-expressing, growth rescue, OD600, 24 h | Potency, µM (doses to about 76.6 µM), inactives show at the highest dose growth rescue (activation), hits mostly activators | hit rate 0.24% among 390,000 | AID 1347120;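 also: potency is read from the fitted curve at half-maximal effect; plate controls were DMSO vehicle for no effect and reference control for full effect; nearly all actives have a fitted effect of over 55% in size; some results filed as inactive show a strong effect at the top dose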
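Steps: raffinose overnight preculture; dilution to OD 0.005 in 2% galactose minimal medium; compound addition (concentration series); 24hr at 30C, 99% humidity; absorbance read at 600 nm.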
* marks the source's active call; other numbers are inactive results; i = inactive; ? = inconclusive; . = no result given; [ ] = remark or other dose. Unless noted, calls follow the shape of the dose curve; as a rule, active = well fitted curve in the direction sought with a large enough effect; inconclusive = small, poorly fitted or top-dose-only effect, or another doubt; inactive = no such curve, though single readings can be large; an effect the other way counts as inactive or inconclusive. Some of the compounds tested; count on the stated rates, not on these rows.

Screens by letter: A = TDP-43 yeast inh; B = GLP-1R inv ag; C = Abeta yeast res; D = Mm-Cpn inhibitor; E = pAkt inh; F = aSyn rescue; G = PTHR1 ag; H = GLP1R cytotox; I = FUS yeast rescue
COc1ccc(OCC(=O)Nc2ccc3c(c2)OCO3)cc1
  A: 8% | B: 6% | C: 2% | D: 1% | E: i | F: 8% | G: -40% | H: -5% | I: -12%

COc1ccc(NC(=O)c2c(NC(=O)CNCc3ccco3)sc3c2CCC3)cc1
  A: 16% | B: -6% | C: 0% | D: -1% | E: i | F: 8% | G: -19%[57.5 µM] | H: -9% | I: 42%

O=S1(=O)CCN(C2CCCC2)CC1
  A: 21% | B: 10% | C: -3% | D: . | E: i | F: -5% | G: i | H: 2% | I: -12%

O=C(NCCC(=O)N1CCN(c2ccccn2)CC1)c1ccc([N+](=O)[O-])cc1
  A: 6% | B: -16% | C: 4% | D: 3% | E: i | F: 3%[1.84 µM] | G: -16% | H: 0% | I: 7%

CCCCN(C(=O)CCCSc1nc2ccccc2[nH]1)c1c(N)n(Cc2ccccc2)c(=O)[nH]c1=O
  A: 8% | B: 13% | C: -6% | D: -1% | E: i | F: 1% | G: i | H: 7% | I: 17%

Cc1ccccc1C(=O)N/N=C/c1ccncc1
  A: 4% | B: 0% | C: -1% | D: 0% | E: i | F: -6% | G: i | H: -12% | I: 9%

O=C(OCC(=O)N(CCc1ccccc1)Cc1ccccc1)c1ccccc1[N+](=O)[O-]
  A: 16% | B: ? | C: 18% | D: 1% | E: i | F: 12% | G: i | H: 19% | I: 17%

Cn1c(=O)n(C)c2cc(NS(=O)(=O)c3ccc(C(C)(C)C)cc3)ccc21
  A: 2% | B: -10% | C: -8% | D: 3% | E: i | F: 1% | G: -33%[inhibitor] | H: -2% | I: 31%

CCOC(=O)c1c(C)c(C(=O)NCC2CCCO2)c(C)n1CC (stereo not given)
  A: 0% | B: 19% | C: 4% | D: 0% | E: . | F: 7% | G: i | H: -26% | I: 1%

Cc1ccc(NC(=O)C2CC(O)CN2C(=O)OCc2ccccc2)c(C)c1 (stereo not given)
  A: -21% | B: ? | C: -9% | D: 0% | E: i | F: -2% | G: i | H: -1% | I: 1%

CCc1noc(C)c1C(=O)OCC(=O)NCc1ccc(Cl)cc1
  A: -17% | B: -9% | C: 4% | D: 2% | E: i | F: -4% | G: -16% | H: -6% | I: -2%

CCc1[nH]c(=O)[nH]c1C(C)S(=O)(=O)c1ccc(C)cc1 (stereo not given)
  A: 0% | B: 7% | C: 8% | D: 1% | E: i | F: 1% | G: i | H: 7% | I: 9%

O=C(NCCc1ccccc1)C1CCCN(S(=O)(=O)c2cccs2)C1 (stereo not given)
  A: 21% | B: ? | C: 3% | D: 0% | E: i | F: 6% | G: -80%[inhibitor] | H: -5% | I: 0%

CCCCN(C(=O)c1cc(CC)c(C)s1)c1c(N)n(CC(C)C)c(=O)[nH]c1=O
  A: 19% | B: 12% | C: 9% | D: 0% | E: i | F: 15% | G: i | H: -11% | I: -1%

CCCCNC(=O)c1ccc2c(c1)N(Cc1ccc(F)cc1)C(=O)c1ccccc1S2=O (stereo not given)
  A: ? | B: 1% | C: -10% | D: . | E: . | F: . | G: -12% | H: 3% | I: -12%

COc1ccc(NC(=O)COC(=O)Cc2cccs2)cc1Cl
  A: 22% | B: 21% | C: 10% | D: . | E: i | F: 0% | G: i | H: 4% | I: -19%

C[C@H]1[C@@H](Cc2cc(Cl)cc(Cl)c2)N(c2ccccc2)c2ccccc2CN1Cc1ccccc1
  A: 11% | B: 23% | C: -10% | D: . | E: i | F: 0% | G: ? | H: 27% | I: -1%

Cc1cccc(C)c1-n1c(C)nn(CC#N)c1=O
  A: 15% | B: 28% | C: -3% | D: 1% | E: i | F: 0% | G: -5% | H: 29% | I: -9%

O=C(CSc1nc(-c2cccs2)nc2cc(=O)[nH]n12)Nc1ccccc1F
  A: 24% | B: 6% | C: -5% | D: 0% | E: . | F: . | G: i | H: 1% | I: 9%

CCC(=O)Nc1ccc2c(c1)C(=O)c1ccccc1C2=O
  A: -3% | B: 0% | C: -20% | D: -3% | E: i | F: 0% | G: -33% | H: 3% | I: 64%

COc1cccc(-c2ccc(NC(=O)C3CCCN(Cc4cnc(C)s4)C3)cc2)c1 (stereo not given)
  A: 14% | B: ? | C: -8% | D: -1% | E: i | F: 6% | G: i | H: ? | I: .

CS(=O)(=O)N(CC(=O)NCCSCc1ccccc1)c1ccccc1F
  A: 23% | B: -3% | C: 4% | D: 2% | E: i | F: 2% | G: -4% | H: 2% | I: 0%

CC12CCC(C(=O)Nc3ccc(Cl)cc3)([C@H](Br)C1=O)C2(C)C (stereo not given in full)
  A: ? | B: ? | C: ? | D: 3% | E: i | F: 21% | G: -10% | H: -3% | I: 12%

Cc1ccccc1NCc1nc2ccccc2n1CCOc1ccccc1
  A: -17% | B: ? | C: ? | D: . | E: . | F: . | G: -43%[inhibitor] | H: -20% | I: 31%

COc1cccc(C(=O)NCC(=O)N/N=C/c2ccc3c(c2)OCO3)c1
  A: -10% | B: 13% | C: 11% | D: 1% | E: i | F: -4% | G: i | H: 3% | I: -2%

COc1cc(C(=O)NCC2(c3ccccc3)CCCC2)ccc1OC(C)C
  A: 14% | B: ? | C: -13% | D: 2% | E: i | F: 6% | G: -10% | H: 5% | I: ?

O=C(COC(=O)c1ccc(Cl)nc1)NC(=O)c1ccccc1
  A: 0% | B: 7% | C: 3% | D: 0% | E: i | F: -6% | G: i | H: -3% | I: .

COc1ccc(-c2ccc(-c3nc4c(c(=O)[nH]c(=O)n4Cc4ccccc4)n3C)o2)c([N+](=O)[O-])c1
  A: -8% | B: 37%[activator] | C: -8% | D: 1% | E: i | F: 0% | G: -10% | H: 8% | I: 23%

COc1cc(/C=C/c2[nH]c(=O)[nH]c(=O)c2[N+](=O)[O-])ccc1OCCC(C)C
  A: 27% | B: 31%[activator] | C: -17% | D: 2% | E: i | F: -1% | G: -24% | H: 6% | I: -10%

Cc1ccc(OCc2nnc(SCC(=O)NC3CCCCC3)n2C)cc1
  A: 9% | B: -2% | C: 5% | D: 0% | E: i | F: 5% | G: -1% | H: -6% | I: .

COc1cccc2c1OCC1COc3c(c(=O)n(C)c(=O)n3C)C21 (stereo not given)
  A: 6% | B: 4% | C: 11% | D: -2%[15.4 µM] | E: i | F: 6% | G: i | H: -2% | I: -5%

O=C(NCc1ccccc1C(F)(F)F)c1cccc2c1C(=O)c1ccc(N3CCCCC3)cc1S2(=O)=O
  A: 11% | B: ? | C: -12% | D: 1% | E: i | F: 1% | G: i | H: 6% | I: -14%

COC(=O)C(Cc1ccccc1)NS(=O)(=O)c1ccc(F)cc1Br (stereo not given)
  A: 18% | B: 9% | C: 16% | D: 1% | E: i | F: 10% | G: i | H: 1% | I: -27%

O=C(CSc1nc(-c2ccccc2)cc(=O)[nH]1)NCc1ccc2c(c1)OCO2
  A: 19% | B: 15% | C: 8% | D: 1% | E: i | F: 10% | G: i | H: 14% | I: 11%

Cc1ccc(C)c(C(=O)CSc2nnc(C)s2)c1
  A: 20% | B: -19% | C: 9% | D: 2% | E: i | F: 1% | G: -7% | H: 2% | I: -25%

CCCn1c(=NC(C)=O)c(C(=O)OCC)cc2c(=O)n3ccccc3nc21
  A: 1% | B: 113%[activator] | C: -22% | D: 0% | E: i | F: -3% | G: i | H: . | I: -5%

O=S(=O)(Nc1nccs1)c1ccc(NS(=O)(=O)c2cccs2)cc1
  A: 6% | B: 2% | C: 16% | D: 2% | E: i | F: 1% | G: i | H: 4% | I: 12%

COc1ccc(S(=O)(=O)N2CCC(C(=O)Nc3cccc(Cl)c3)CC2)cc1OC
  A: -10% | B: -29% | C: 17% | D: 1% | E: i | F: 5% | G: i | H: -10% | I: -5%

O=C(NNC(=O)c1ccc(F)cc1F)c1ccc(-n2cnnn2)cc1
  A: -13% | B: 2% | C: -4% | D: 0% | E: i | F: -7% | G: -19% | H: -1% | I: 9%

Cc1ccc(S(=O)(=O)n2cc(C=O)c3ccccc32)cc1
  A: -16% | B: ? | C: -12% | D: 2% | E: i | F: 9% | G: -59%[inhibitor] | H: -17% | I: -11%

Record cards (already shown).
Shown for `O=C(NNC(=O)c1ccc(F)cc1F)c1ccc(-n2cnnn2)cc1` : TDP-43 yeast inh: -13%; GLP-1R inv ag: 2%; Abeta yeast res: -4%; Mm-Cpn inhibitor: 0%; pAkt inh: i; aSyn rescue: -7%; PTHR1 ag: -19%; GLP1R cytotox: -1%; FUS yeast rescue: 9%
Shown for `Cc1ccc(C)c(C(=O)CSc2nnc(C)s2)c1` : TDP-43 yeast inh: 20%; GLP-1R inv ag: -19%; Abeta yeast res: 9%; Mm-Cpn inhibitor: 2%; pAkt inh: i; aSyn rescue: 1%; PTHR1 ag: -7%; GLP1R cytotox: 2%; FUS yeast rescue: -25%
Shown for `COc1ccc(-c2ccc(-c3nc4c(c(=O)[nH]c(=O)n4Cc4ccccc4)n3C)o2)c([N+](=O)[O-])c1` : TDP-43 yeast inh: -8%; GLP-1R inv ag: 37%[activator]; Abeta yeast res: -8%; Mm-Cpn inhibitor: 1%; pAkt inh: i; aSyn rescue: 0%; PTHR1 ag: -10%; GLP1R cytotox: 8%; FUS yeast rescue: 23%

Assay outcomes from PubChem BioAssay.
